aSyn rescue = alpha-synuclein toxicity inhibition in yeast | Potency, µM (top dose mostly 46.1 µM), for the others: at the top dose growth rescue (activation), hits mostly activators | Yeast expressing alpha-synuclein, growth rescue, BacTiter-Glo, 24 h | 370,000 tested, 0.14% active; further: potency means the concentration at half of the fitted maximal effect; % of control where 0% means no effect; nearly all actives have a fitted effect of over 65% in size
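Readout is rescue of growth in alpha-synuclein-expressing yeast, so inhibitors of toxicity appear as activators. Growth after 24 hr at 30 deg C in galactose medium is quantified by luminescence.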
TDP43 rescue = inhibitors of TDP-43 toxicity in yeast. Potency, µM (doses to about 46.1 µM), inactives show top-dose growth rescue (activation), actives largely listed as activators. AID 652104. 410,000 tested, 1.8% active. TDP-43 expressing yeast growth rescue, BacTiter-Glo, 24 h; further: potency means the concentration at half of the fitted maximal effect; % of control where 0% means no effect; nearly all actives have a fitted effect of over 50% in size
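In this qHTS, compounds that restore growth of yeast expressing TDP-43 appear as activators. Cells (OD600=0.02, galactose medium, raffinose-pregrown) are incubated with compound 24 hr at 30 deg C and growth is quantified by BacTiter-Glo.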
GLP1R ag = activates the human GLP-1 receptor; HEK293 GLP-1R CRE-luciferase, luminescence, 4-6 h; cells express a hypersensitive GLP-1R form; Potency, µM (doses to about 45.6 µM), for the others: top-dose activation, actives largely listed as activators; 380,000 tested, 0.007% active; AID 624172; further: potency means the concentration at half of the fitted maximal effect; % of control where 0% means no effect
Target sequence (P43220 whole entry, looked up): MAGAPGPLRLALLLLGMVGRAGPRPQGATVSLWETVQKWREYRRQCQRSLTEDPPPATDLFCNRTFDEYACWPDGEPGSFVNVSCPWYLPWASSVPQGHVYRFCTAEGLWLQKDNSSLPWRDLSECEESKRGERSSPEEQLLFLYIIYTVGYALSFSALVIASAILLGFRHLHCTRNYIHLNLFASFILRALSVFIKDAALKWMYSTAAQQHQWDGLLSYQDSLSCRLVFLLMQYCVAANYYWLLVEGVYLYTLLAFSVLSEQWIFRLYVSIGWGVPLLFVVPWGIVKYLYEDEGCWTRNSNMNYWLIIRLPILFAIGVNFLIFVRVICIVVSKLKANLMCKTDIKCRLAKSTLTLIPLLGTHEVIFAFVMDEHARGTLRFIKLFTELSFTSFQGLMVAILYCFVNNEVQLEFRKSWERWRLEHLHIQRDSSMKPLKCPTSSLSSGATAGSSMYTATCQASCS
Abeta rescue = compounds reversing amyloid beta toxicity in yeast; yeast expressing A-beta42, growth rescue, OD600, 48 h; response scale: 0% DMSO, 100% iron-clioquinol control; Potency, µM (doses to about 46.1 µM), for the others: top-dose growth rescue, hits mostly activators; 410,000 tested, 0.063% active; further: potency means the concentration at half of the fitted maximal effect; nearly all actives have a fitted effect of over 55% in size
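Yeast growth medium received pinned compounds, then yeast cells expressing toxic A-beta were added; plates incubated at 30 C for 48 hr. Growth read as absorbance at 600 nm, normalized to DMSO and equimolar FeCl3 plus clioquinol controls.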
FUS suppressor = suppressors of FUS proteinopathy in yeast | S. cerevisiae FUS-expressing, growth rescue, OD600, 24 h | Potency, µM (series often up to 76.6 µM), for the others: top-dose growth rescue (activation), most hits filed as activators | 390,000 tested, 0.24% active;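 further: potency means the concentration at half of the fitted maximal effect; plate controls were DMSO vehicle for no effect and reference control for full effect; nearly all actives have a fitted effect of over 55% in size; some results filed as inactive show a strong effect at the top dose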
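Compound concentration series was pinned onto galactose-induced FUS-expressing yeast seeded at OD 0.005. Plates sat 24hr at 30C; absorbance at 600 nm gave growth. DMSO served as background control.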
GLP1R inv ag = GLP-1 receptor (human) inverse agonism; P43220; HEK293 GLP-1R CRE-luciferase, luminescence, 24 h; GLP-1R form is constitutively active; Potency, µM (series often up to 38.3 µM), without a hit: at the highest dose activity change, negative = inhibition, most hits filed as inhibitors; 410,000 tested, 1.6% active; AID 624417; further: potency means the concentration at half of the fitted maximal effect; on the % scale 0 is the no-effect control and ±100 the full control effect; nearly all actives have a fitted effect of over 55% in size
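Inverse agonists were sought by their lowering of basal cAMP reporter luciferase output in HEK293 cells stably carrying constitutively active human GLP-1R, after 24 h compound treatment.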
D3 antag = D3 dopamine receptor (human) antagonism | P35462 | 360,000 tested, 2.5% active | max response, negative = inhibition, % | D3R cells, DiscoveRx beta-arrestin luminescence, antagonist mode; hits give low values; in the data active means max response below about -50%; inconclusive means no clear call, values can overlap the other calls; further: on the % scale 0 is the no-effect control and ±100 the full control effect; mostly tested at two doses, the higher about 12 µM
Target sequence (P35462 whole entry, looked up): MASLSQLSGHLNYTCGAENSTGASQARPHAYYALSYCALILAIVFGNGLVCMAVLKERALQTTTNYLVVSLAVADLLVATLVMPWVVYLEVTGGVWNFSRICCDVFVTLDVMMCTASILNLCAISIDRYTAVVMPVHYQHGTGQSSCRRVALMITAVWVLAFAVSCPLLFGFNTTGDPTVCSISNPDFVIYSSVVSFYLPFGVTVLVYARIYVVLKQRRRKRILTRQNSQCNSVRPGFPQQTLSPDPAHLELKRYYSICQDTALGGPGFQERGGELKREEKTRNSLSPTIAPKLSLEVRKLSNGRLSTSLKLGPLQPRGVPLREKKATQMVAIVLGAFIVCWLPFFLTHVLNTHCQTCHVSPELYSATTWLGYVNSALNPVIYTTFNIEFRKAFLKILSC
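Cells plated overnight at 1500 cells/well, then exposed to library compounds with dopamine controls for 90 minutes at 37 degrees C. DiscoveRx reagent added for 30–60 minutes at room temperature; luminescence read, quantitative HTS format.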
Akt phos inh = Akt phosphorylation inhibition; activity change, % for hits at 50 µM; Neuro2A IGF-stimulated pAkt S473 HTRF, 20 min; hits give low values; 360,000 tested, 0.32% active; in the data active means activity change below about -80%; inconclusive means mostly about -51% to -80%; further: on the % scale 0 is the no-effect control and ±100 the full control effect
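Single-point screen (50 µM final compound) in Neuro2A cells stimulated 20 min with 6 nM IGF at 37 deg C. After lysis, Ser473-phosphorylated Akt read by HTRF (ex 330 nm, em 615/665 nm) as the 665/615 ratio.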
PTHR1 ag = agonists of human PTHR1 parathyroid hormone receptor. AID 743266. Potency, µM (highest dose often 115 µM), inactives show top-dose activation, usual class: activators. Q03431. HEK293 GP2 PTHR1 cells, GloSensor cAMP luminescence, 1 h. 410,000 tested, 0.075% active; further: potency means the concentration at half of the fitted maximal effect; nearly all actives have a fitted effect of over 55% in size; some results filed as inactive show a strong effect at the top dose; inactives centre near -15; many of its hits are not listed in these tables
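HEK-293-derived GP2 cells expressing PTHR1 and a GloSensor cAMP reporter, 3,000/well, plated overnight, given luciferin plus IBMX (each 0.5 mM as added) for 1 h at 37 °C, then compound for 1 h at 37 °C. Luminescence was read after 15 min at room temperature.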
The depositor's hits bear a star; i = inactive; u = inconclusive; x = no result given; & = joins results of further samples; [ ] = another dose, or the depositor's remark. Unless noted, the call rests on the fitted dose curve; in most records, active means well fitted curve in the direction sought with a large enough effect; inconclusive means small, poorly fitted or top-dose-only effect, or another doubt; inactive means no such curve, though single readings can be large; an effect the other way counts as inactive or inconclusive. Only part of the results is shown, so the mix of outcomes need not match the whole.

SMILES	aSyn rescue	TDP43 rescue	GLP1R ag	Abeta rescue	FUS suppressor	GLP1R inv ag	D3 antag	Akt phos inh	PTHR1 ag
CCCNC(=O)C(Cc1cccc(Cl)c1)NC(=O)c1ccc(C#N)cc1 (stereo not given)	-7%	24%	11%	1%	-1%	4%	10	i	-21%
Cc1ccc(CN(C(=O)c2ccco2)C2CCS(=O)(=O)C2)cc1 (stereo not given)	-1%	11%	8%	11%	4%	1%	3	i	i
Cc1ccc(-n2c(Cc3cccn3C)nnc2SCC(=O)N2CCN(c3ccccc3)CC2)cc1	2%	-20%	-8%	1%	45%	u	-79*	i	i
C(=N\n1cnnc1)/c1nc2ccccc2[nH]1	-8%	-13%	-9%	-7%	17%	0%	-8	i	-4%[57.5 µM]
O=S(=O)(c1ccccc1)N(CC(O)CN1CCCC1)c1ccccc1 (stereo not given)	1%	-5%	11%	4%	9%	-4%	3	i	-12%
CCOC(=O)N1CCN(C(=O)c2[nH]c(C(F)(F)F)nc2-c2ccccc2)CC1	2%	17%	-6%	-3%	8%	-23%	16	i	-8%
Cc1cnc(C(=O)OCC(=O)Nc2ccc(Br)c(C)c2)cn1	-4%	9%	-1%	-18%	5%	-16%	-11	i	-24%
CCOc1cc(CNCCSc2nnnn2C)ccc1OCc1ccc(Cl)cc1Cl	x	-15%	-7%	-18%	21%	u	x	x	-1%
COCCCN1C(=O)c2ccc(C(=O)Nc3ccc(OC)cc3OC)cc2C1=O	4%	24%	-3%	4%	7%	-2%	5	i	-28%
CCCCOc1ccc(-c2nnn(C(C)C(=O)OCC)n2)cc1 (stereo not given)	-8%	u	0%	1%	17%	u	11	i	-20%[57.5 µM]
O=C(CSc1nnc(-c2ccc(Cl)cc2)n1CC1CCCO1)NC1CCS(=O)(=O)C1 (stereo not given)	-7%	-13%	1%	-4%	-22%	18%	-10	i	18%
O=C(CN1CCN(S(=O)(=O)c2ccc3c(c2)OCCO3)CC1)Nc1ccccc1Br	-4%[1.84 µM]	4%	-7%	-5%	5%	7%	-4	i	-17%
CCOC(=O)C1CCN(Cc2cc(=O)n3c(-c4ccccc4)csc3n2)CC1	-1%	-7%	1%	-9%	29%	1%	0	i	-11%
Cc1cc(S(=O)(=O)N2CCCC2)ccc1OCC(=O)Nc1ccc(C(N)=O)cc1	1%	2%	11%	-15%	-21%	10%	7	i	-23%
COc1ccccc1OCCCOc1cccc(/C=C2\SC(=O)NC2=O)c1	5%	-9%	13%	-3%	-6%	-29%	-15	i	-18%
COc1ccc2nc(C)cc(Nc3ccc(C(=O)O)cc3)c2c1	u	10%	0%	-5%	-1%	-7%	15	i	-17%
Cc1nc2ccn(Cc3ccco3)c(=O)c2cc1C(=O)NCc1ccc(Cl)cc1	x	14%	x	-1%	32%	u	x	x	-52%[inhibitor]
COc1ccccc1NC(=O)c1cc2c(-c3ccccc3)nn(-c3ccccc3)c2s1	0%	7%	-1%	-10%	-3%	-3%	x	x	-25%
COc1cc(C(=O)NNC(=O)CN2C(=O)NC3(CCCC3)C2=O)cc(OC)c1OC	3%	0%	-2%	4%	x	3%	-3	i	i
CCC(c1nc2ccccc2[nH]1)n1c(-c2cccnc2)nc2ccccc21 (stereo not given)	0%	-1%	x	-16%	-1%	u	14	i	-2%
COc1ccc(N2CCN(C(=O)C3CCCN(C(=O)c4cc5sccc5n4C)C3)CC2)cc1 (stereo not given)	x	10%	x	1%	32%	-10%	x	x	-12%
COc1cccc(C(=O)Nc2c[nH]c(=O)[nH]c2=O)c1	2%	-4%	13%	0%	12%	34%	7	i	i
Cc1ccc(C(=O)NC(=S)Nc2ccc(N3CCOCC3)cc2)cc1	-3%	-20%[0.397 µM]	0%	14%	2%	0%	-17	i	i
COc1cccc(N2C(=O)C3CCCN3C2=S)c1 (stereo not given)	0%	-41%[inhibitor]	2%	-18%	u	7%	-17	i	14%
Cc1ccc(NS(=O)(=O)c2ccc(C)c(NC(=O)c3ccc(S(=O)(=O)N4CCCCCC4)cc3)c2)c(C)c1	5%	0%	-6%	0%	-9%	u	11	i	-6%
Cc1nc(-c2ccccc2OC(F)(F)F)[nH]c(=O)c1Cl	-1%	0%	-1%	11%	-27%	0%	1	i	-5%
O=C(COC(=O)Cc1ccc(Cl)cc1)Nc1ccccc1F	10%	-22%	7%	-3%	1%	5%	13	i	i
COc1ccc([C@H]2C[C@@H](n3cc(-c4ccc(F)cc4)nn3)[C@H](O)CN2CC2CCCCC2)cc1	4%	14%	29%	30%	2%	u	30	i	-14%
COC(=O)[C@]12CCCCC=C1N(Cc1ccc(Cl)cc1Cl)C(=O)[C@H](CC(=O)NCCCN1CCCC1=O)C2	7%	u	1%	-4%	u	-27%	1	i	-14%
CC(C)C[C@@H](CNCC(=O)[C@H](Cc1c[nH]c2ccccc12)NC(=O)c1[nH]cnc1C(=O)N[C@@H](C)CN)NC(=O)c1nc[nH]c1C(=O)N[C@@H](C)C(=O)O	-5%	12%	0%	-12%	u	7%	u	i	i
C[C@@H](O)CNC(=O)c1[nH]cnc1C(=O)Nc1cccc(Cl)c1	-9%	8%	-6%	1%	-18%	50%[activator]	-23	i	-16%
O=C(CN1C(=O)NC(c2ccccc2)(c2ccccc2)C1=O)NCc1ccco1	5%	11%	-7%	2%	-11%	-23%	-6	i	-22%
Cc1cc(OCC(=O)Nc2ncn[nH]2)ccc1Cl	-9%	3%&9%	-11%	-4%&-16%	-10%&11%	29%&17%	u	i	3%
Cc1ccc(F)cc1NC(=O)C1CCN(c2cnccn2)CC1	1%	26%	-4%	-3%	16%	0%	16	i	i
O=C(O)CCC(=O)N1N=C(c2ccc(Br)cc2)CC1c1ccc(Br)cc1 (stereo not given)	1%	x	-5%	13%	40%	u	14	i	-11%
O=C(/C=C/c1ccc(-c2ccccc2)o1)c1ccccc1	4%	17%	0%	6%	x	-21%	-30	i	-7%
Cn1cnnc1SCC(=O)Nc1ccc(F)cc1	-2%	0%	1%	-10%	7%	3%	-14	i	i
C=CCOc1cccc(C2C(C(=O)c3ccc(C)o3)=C(O)C(=O)N2c2nccs2)c1 (stereo not given)	-1%	-11%	-6%	-32%[inhibitor]	55%	-29%	u	i	-14%[57.5 µM]
CC1CC(Nc2ccccc2)=NC1(C)C (stereo not given)	-4%	-20%	-1%	-26%	17%	24%	22	i	i
CCOC(=O)c1c(C)c(-c2ccccc2)n(CC(=O)NCCc2ccc(C)cc2)c1C	x	13%	-1%	-1%	-14%	9%	x	x	-19%
O=C(COc1ccc(S(=O)(=O)N2CCOCC2)cc1)NCc1ccccc1	-5%	-6%	0%	-12%	5%	-11%	-25	i	10%
O=C(NCc1ccc(Cl)cc1)C1CCC(=O)N(C2CCCCCC2)C1 (stereo not given)	0%	22%	0%	9%	x	-8%	-16	i	i
Cc1ccc(C(=O)Nc2cccc(C(=O)N3CCN(C)CC3)c2)cc1	-1%	-8%	3%	1%	13%	1%	-16	i	-55%[inhibitor][57.5 µM]
COC(=O)c1ccc(/C=N/NC(=O)CC(=O)NC2CCCCC2)cc1	3%	0%	3%	-9%	17%	-2%	-14	i	-13%
NC(=O)C1CCN(C(=O)COc2ccc3ccccc3c2Br)CC1	-2%	17%	-6%	2%	x	4%	-27	i	-24%
Cc1ccc(NC(=O)COC(=O)c2ccco2)cc1	-17%	14%	-4%	-8%	-9%	4%	-11	i	-14%
Cc1sc2nc(CSC(C)C(=O)N(C)CC(=O)Nc3ccccc3C(F)(F)F)[nH]c(=O)c2c1C (stereo not given)	-11%	-10%	-2%	4%	35%	-1%	28	i	-32%[inhibitor]
S=C(NCCc1ccccc1)Nc1cccc2cnccc12	-13%	-15%	6%	-20%	-6%	-28%	3	i	-27%
COc1ccc(N2CCN(C(CNC(=O)C(=O)NCCCO)c3ccco3)CC2)cc1 (stereo not given)	-17%	-11%	-2%	-16%	-12%	-9%	-2	x	i
CC1=NN(C(=O)c2ccc(Cl)cc2)C(O)(c2ccccc2)C1 (stereo not given)	-2%	x	0%	4%	29%	u	28	i	-6%

Further compounds
SMILES	aSyn rescue	TDP43 rescue	GLP1R ag	Abeta rescue	FUS suppressor	GLP1R inv ag	D3 antag	Akt phos inh	PTHR1 ag
CCOc1ccc(CNC(=O)CCc2cn(C)c3ccccc23)cc1	2%	-17%	10%	-3%	15%	u	0	i	i
Cc1cccc(C(=O)NC(CC(=O)O)c2ccc(OC3CCCC3)cc2)c1[N+](=O)[O-] (stereo not given)	0%	-8%	1%	-11%	17%	6%	6	i	i
Cc1cc(-n2c(C)cc(C(=S)N3CCOCC3)c2C)ccc1Br	-2%	20µM*	-1%	-5%	x	u	-25	i	-25%
Cc1ccc2nc(SCC(=O)NCc3ccc(F)cc3)[nH]c2c1	11%	-3%	3%	-4%	-28%	-15%	39	i	-3%
CCCN(CCC)CCCNC(=O)c1cn(C)c2ccc(S(=O)(=O)N(C)C3CCCCC3)cc2c1=O	-1%	-13%	-1%	-3%	6%	1%	-2	i	i

As entered above.
Cc1cccc(C(=O)NC(CC(=O)O)c2ccc(OC3CCCC3)cc2)c1[N+](=O)[O-] (stereo not given) in TDP43 rescue is listed with -8%
Cc1cc(-n2c(C)cc(C(=S)N3CCOCC3)c2C)ccc1Br in aSyn rescue is listed with -2%

Arranged by SMILES length (rising): 3 of the compounds above.
SMILES	aSyn rescue	TDP43 rescue	GLP1R ag	Abeta rescue	FUS suppressor	GLP1R inv ag	D3 antag	Akt phos inh	PTHR1 ag
CCOc1ccc(CNC(=O)CCc2cn(C)c3ccccc23)cc1	2%	-17%	10%	-3%	15%	u	0	i	i
CC1=NN(C(=O)c2ccc(Cl)cc2)C(O)(c2ccccc2)C1 (stereo not given)	-2%	x	0%	4%	29%	u	28	i	-6%
Cc1cccc(C(=O)NC(CC(=O)O)c2ccc(OC3CCCC3)cc2)c1[N+](=O)[O-] (stereo not given)	0%	-8%	1%	-11%	17%	6%	6	i	i
